p97 ATPase inh: inhibitors of human p97 ATPase. inhibition, % at 8 µM. P55072. hit rate 0.42% among 220,000. AID 1481. recombinant p97 ATPase, Kinase-Glo ATP luminescence, 3 h; in the data active = inhibition above about 15%;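 also: 0% = DMSO vehicle and 100% = wells lacking enzyme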
Furin inhibitor: blocks human furin protease activity. purified furin, fluorogenic substrate cleavage. inhibition, % at 30 µM. hit rate 0.061% among 220,000. AID 463115. P09958; in the data active = inhibition above about 25%; also: inactives centre near -15
PPC-1+TRAIL kill: kills PPC-1 cancer cells in the presence of TRAIL | PPC-1 cells + TRAIL, ATPLite viability luminescence | cell killing (% activity), % at 4 µM | hit rate 0.41% among 220,000;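 active = cell killing above 50% in the first pass at 4 µM, then a duplicate retest at 5 µM averaging 50% or more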;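 also: plate controls were cells with TRAIL plus DMSO for no effect and medium-only wells lacking cells for full effect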
Ba/F3 V617F tox: reduce viability of Ba/F3 cells dependent on JAK2V617F; Ba/F3 EpoR-JAK2V617F viability, ATP luminescence; inhibition, % at 5.6 µM; hit rate 1.1% among 220,000; AID 1446;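 active = inhibition above the campaign mean plus 3 SD over all tested compounds, cut at about 24% in these data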;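 also: cytokine-independent growth of Ba/F3 cells driven by EpoR plus mutant JAK2; 0% = DMSO-treated cells and 100% = JAK inhibitor I control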
TbHK1 inh: blocks Trypanosoma brucei hexokinase 1 activity. inhibition, % at 10 µM. hit rate 0.11% among 220,000. AID 1430. recombinant TbHK1, G6PDH-coupled NADH A340;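 active = inhibition of 50% or more in the single-dose primary screen; inactive = inhibition below 50%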
EP2 antag: inhibitors of human EP2 prostaglandin E2 receptor; C6 glioma cells expressing human EP2, cAMP TR-FRET; cells stimulated with saturating PGE2; AID 1422; hit rate 0.52% among 260,000; inhibition, % at 25 µM; P43116;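 active = percent inhibition above 40 after rounding to a whole number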;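 also: rat C6 glioma host cells with rolipram phosphodiesterase inhibitor present; the protocol text gives 20 µM as final concentration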
Target sequence (P43116 whole entry, looked up): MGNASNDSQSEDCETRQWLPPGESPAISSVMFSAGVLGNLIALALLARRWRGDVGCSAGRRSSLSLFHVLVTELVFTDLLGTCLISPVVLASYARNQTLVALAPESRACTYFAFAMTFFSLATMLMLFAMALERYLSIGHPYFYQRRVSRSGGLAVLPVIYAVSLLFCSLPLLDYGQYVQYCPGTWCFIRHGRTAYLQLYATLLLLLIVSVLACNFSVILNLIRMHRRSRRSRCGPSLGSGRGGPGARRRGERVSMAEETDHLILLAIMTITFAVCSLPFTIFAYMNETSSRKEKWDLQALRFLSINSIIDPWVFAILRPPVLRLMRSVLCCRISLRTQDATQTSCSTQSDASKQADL
RBBP9 inh: human RBBP9 hydrolase inhibition; hit rate 0.2% among 220,000; AID 1515; O75884; recombinant RBBP9, FP-Rh probe fluorescence polarization; inhibition, % at 7.94 µM;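 active = inhibition above the campaign mean of all tested compounds plus 3 SD, cut at about 14% in these data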;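 also: plate controls were DMSO wells with RBBP9 for no effect and wells lacking RBBP9 protein for full effect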
Target sequence (O75884 whole entry, looked up): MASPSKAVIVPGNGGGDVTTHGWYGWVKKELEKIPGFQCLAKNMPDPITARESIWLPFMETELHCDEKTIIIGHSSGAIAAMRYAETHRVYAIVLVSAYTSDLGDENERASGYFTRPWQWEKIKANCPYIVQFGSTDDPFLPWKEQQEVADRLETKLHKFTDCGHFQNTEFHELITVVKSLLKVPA
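System: RBBP9 protein / Buffer or medium: Tris/NaCl buffer pH 8.0 with 0.1% Pluronic / Probe or stimulus: Serine-hydrolase probe FP-Rh, 375 nM pre-mixing / Dosing: 7.94 µM single dose, 0.794% DMSO / Times: enzyme-compound preincubation 30 min, then probe labeling 45 min, 25 °C / Technique: fluorescence polarization (mP), excitation 525 nm, emission 598 nm / Replication: singlicate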
BaF3 parental: reduces parental Ba/F3 cell viability, JAK2V617F counter-screen. CellTiter-Glo ATP luminescence. inhibition, % at 5.6 µM. hit rate 1.1% among 220,000;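 active = inhibition above a per-campaign cutoff, the mean inhibition of all tested compounds plus 3 SD, cut at about 27% in these data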;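 also: 0% = DMSO wells and 100% = JAK Inhibitor I control wells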
NCF1 inh: blocks human p47phox regulatory protein of NADPH oxidases; p47phox/p22phox peptide binding, fluorescence polarization, 2 h; hit rate 0.53% among 220,000; P14598; AID 1274; inhibition, % at 24.7 µM;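 active = inhibition above about 30%, limit read from the data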;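 also: 0% = p47phox with labelled peptide and 100% = labelled peptide alone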
Target sequence (P14598 whole entry, looked up): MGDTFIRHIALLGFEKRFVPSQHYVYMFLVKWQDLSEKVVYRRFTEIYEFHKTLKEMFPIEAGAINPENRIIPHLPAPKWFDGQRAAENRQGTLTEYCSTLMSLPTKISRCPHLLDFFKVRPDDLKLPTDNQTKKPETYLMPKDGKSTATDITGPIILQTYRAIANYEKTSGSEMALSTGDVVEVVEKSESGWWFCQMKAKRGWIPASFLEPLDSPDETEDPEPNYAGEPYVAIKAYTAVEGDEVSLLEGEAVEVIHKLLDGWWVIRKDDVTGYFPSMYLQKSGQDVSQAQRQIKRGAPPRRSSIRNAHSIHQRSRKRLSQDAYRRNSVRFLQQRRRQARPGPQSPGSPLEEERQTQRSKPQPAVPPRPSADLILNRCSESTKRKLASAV
An asterisk follows results filed as active; nt = not tested or not shown; & = joins results of further samples; [ ] = dose if it differs, or a comment. An excerpt; rates above refer to the full screens.

SMILES | p97 ATPase inh | Furin inhibitor | PPC-1+TRAIL kill | Ba/F3 V617F tox | TbHK1 inh | EP2 antag | RBBP9 inh | BaF3 parental | NCF1 inh
CCOc1ccc(NC(=O)CN2C(=O)C(C)SC(C)C2=O)cc1 (stereo unspecified) | -2 | -29 | 26 | 2 | -3 | 9 | 1 | 8 | -8
O=C(CN1CCOCC1)Nc1ccc(OCc2ccccc2)cc1 | 4 | -17[20 µM] | 1 | -3 | -2 | 5&9 | -4 | 3 | -5
CC(C)(O)C#Cc1ccc(C(=O)N2CCC(C(N)=O)(N3CCCCC3)CC2)cc1 | 3 | 1 | -9 | -3 | 3 | 13 | -1 | 2 | -5
O=C(c1cn(-c2ccccc2)nc1-c1cccc([N+](=O)[O-])c1)N1CCCCC1 | -6 | -8 | 23 | -2 | 0 | 5 | -7 | 2 | 0
CCOC(=O)COc1ccc2nsnc2c1 | 4 | -15 | 10 | -4 | -18 | 19 | -1 | -1 | 3
Cc1ccc(C)c(-n2c(CNc3ccc(F)cc3)nnc2SCC(N)=O)c1 | -1 | -20 | 15 | -3 | 3 | 3 | -2 | -1 | -1
CCc1ccc(/C=N/NC(=O)c2ccc(OC3CCCC3)cc2)s1 | 2 | -13[20 µM] | -5 | -1 | 7 | 14 | -1 | 4 | -13
COc1ccccc1/C=C\C=N\n1c(C2CCCCC2)n[nH]c1=S | 0 | -17 | 18 | -5 | -5 | 10 | -8 | 1 | -9
CCc1ccccc1NC(=O)CN(C)C(=O)COc1ccc(C)nc1[N+](=O)[O-] | 4 | -13 | 7 | -1 | 30 | 10 | -1 | 0 | -11
COc1cccc(NC(=O)CN(C)C(C)C(=O)Nc2cc([N+](=O)[O-])ccc2Cl)c1 (stereo unspecified) | -5 | -9 | 17 | 1 | 9 | -1 | 2 | 2 | -7
CCOc1nc(NC(=O)NS(=O)(=O)Oc2cccc(Cl)c2)nc(-c2ccccc2)n1 | 7 | -27 | 14 | -4 | 11 | 6 | 1 | 1 | 6
Cc1nc2sc(C(c3ccco3)N3CCN(c4ccccc4F)CC3)c(O)n2n1 (stereo unspecified) | 1 | -15[20 µM] | 2 | -4 | -5 | 9 | -8 | -2 | -5
Cc1cccc(OC(=O)c2ccc3nccnc3c2)c1 | -1 | -18[20 µM] | 28 | -4 | 12 | 6&7 | -5 | 3 | -12
CN1C(=O)CC(C(=O)Nc2ccccc2F)SC1=Nc1ccc2c(c1)OCO2 (stereo unspecified) | 3 | -30 | 15 | -2 | 1 | 13 | 0 | 6 | -10
COCCNC(=O)Nc1ccc2c(c1)N(C)C(=O)c1ccccc1S2 | 3 | -22 | 2 | -3 | -1 | 13 | -10 | 8 | -13
Cc1ccc(S(=O)(=O)N2CCN(C(=O)CSc3nc4ccccc4o3)C2)cc1 | 2 | -12 | -26 | -3 | 2 | 12 | -3 | 2 | -12
COc1ccc(C(CC(=O)NCc2ccco2)c2ccc(F)cc2)cc1 (stereo unspecified) | -6 | -13[20 µM] | -30 | 2 | -3 | 7 | -4 | 2 | -9
COc1cc(C)c(CN2CCCCC2CO)cc1C (stereo unspecified) | -7 | 1 | 8 | 6 | 28 | 8 | -6 | 4 | 1
O=C(COC(=O)C1(c2ccc(F)cc2)CCCC1)N1CCN(C(=O)c2ccco2)CC1 | -5 | -12 | 19 | 2 | -4 | 11 | -6 | 1 | 0
CCOc1ccc(OCc2ccc(C(=O)N(CC)CC)cc2)cc1 | 0 | -27 | -13 | -1 | 2 | 8 | 0 | 2 | 0
Cc1ccccc1Nc1c(-c2ccccc2)nc2ncccn12 | 5 | 0 | 2 | -3 | -17 | 11 | 8 | 1 | 2
COc1ccc(NC(=O)Nc2nnc(N3CCCCC3C)s2)cc1OC (stereo unspecified) | -3 | -7 | -4 | 0 | 2 | 9 | -8 | 8 | -6
O=c1cc(CSc2ccccc2)[nH]c(=S)[nH]1 | 2 | 10[20 µM] | -6 | -1 | 1 | 7 | 4 | 2 | -13
COc1ccc(S(=O)(=O)NC(C)C(=O)Nc2ccccc2C(F)(F)F)cc1 (stereo unspecified) | -5 | -7[20 µM] | -14 | -5 | -11 | 8 | -6 | 3 | -10
O=S(=O)(Nc1nc2ccccc2nc1N1CCc2ccccc2C1)c1ccc(Br)cc1 | -10 | -12 | 56* | 7 | -6 | 7 | -8 | 12 | -33
O=C(CNC(=O)C(c1ccccc1)c1ccccc1)OCC(=O)c1cccs1 | 4 | -15 | 13 | 1 | 13 | 13 | -6 | 8 | -7
COC(=O)c1[nH]c2ccc(C)cc2c1NC(=O)CN1CCN(C(=O)c2ccccc2)CC1 | 0 | 3[20 µM] | 15 | -3 | -15 | 12 | 5 | 3 | -4
Cc1cnc(NC(=O)c2cccc(S(=O)(=O)N3CC(C)OC(C)C3)c2)s1 (stereo unspecified) | -1 | -11 | 24 | 0 | -11 | 7 | 1 | 4 | -6
COc1ccc(O[C@H]2C=C[C@@H](c3ccccc3)O[C@@H]2COC(=O)CC/C(C)=N/OC[C@@H](O)COCc2ccco2)cc1 | -9 | -5 | -14 | -4 | -2 | nt | -5 | 0 | -7
COc1ccc(NC(=O)N[C@@H](Cc2ccccc2)C(=O)NN)cc1 | 6 | -28 | 19 | 0 | -2 | 7 | -6 | 1 | -3
CC1CN(CC(O)COc2ccccc2C(C)(C)C)CC(C)O1 (stereo unspecified) | -4 | -18[20 µM] | 19 | 1 | -5 | 9 | -8 | 4 | 0
NC(=NCCc1c[nH]c2ccccc12)NS(=O)(=O)c1ccc(F)cc1 | -5 | -4 | 8 | 3 | 4 | 2 | -6 | 1 | -4
CCOC(=O)c1cnc(-n2nc(C)cc2C)nc1NCCO | 4 | -17[20 µM] | 9 | -2 | -8 | 10 | -5 | 4 | -17
Cc1ccc(NC(=O)C(C)N2C(=O)c3ccccc3C2=O)cc1 (stereo unspecified) | 3 | -14 | 7 | 2 | 1 | 16 | 1 | 6 | -9
CCC(C)(NC(=O)c1cccc(N2C(=O)CSC2c2ccccc2)c1)C(=O)Nc1ccccc1C (stereo unspecified) | -5 | -5[20 µM] | 13 | 1 | -1 | 4 | 0 | -1 | -9
COc1ccccc1NC(=O)C12CC3CC(C1)CC(c1ccc(C)cc1)(C3)C2 | -3 | -13 | -21 | -2 | 1 | 9 | -3 | 3 | -14
COc1ccc(CCNC(=O)CCCn2c(SCC(N)=O)nc3cc4c(cc3c2=O)OCO4)cc1OC | 5 | -29 | 9 | -6 | -6 | 5 | -1 | 0 | 0
CC(C)[C@H](NC(=O)Nc1ccc(S(N)(=O)=O)cc1)C(=O)O | -1 | -27 | 2 | 3 | -2 | 2 | -5 | 10 | 2
N#Cc1c(N)n(-c2ccc(C(=O)O)cc2)c2nc3ccccc3nc12 | 3 | -30 | 5 | 6 | -2 | 7 | -12 | 1 | -20
COc1ccc(-c2cc(C(F)(F)F)c(C#N)c(=O)[nH]2)cc1 | -4 | -23 | -5 | -1 | -13 | 9 | -11 | 2 | -2

Arranged by value in NCF1 inh (rising): three of the compounds above.
smiles	NCF1 inh
O=S(=O)(Nc1nc2ccccc2nc1N1CCc2ccccc2C1)c1ccc(Br)cc1	-33
CCc1ccc(/C=N/NC(=O)c2ccc(OC3CCCC3)cc2)s1	-13
COc1ccc(CCNC(=O)CCCn2c(SCC(N)=O)nc3cc4c(cc3c2=O)OCO4)cc1OC	0

The list continues:
SMILES | p97 ATPase inh | Furin inhibitor | PPC-1+TRAIL kill | Ba/F3 V617F tox | TbHK1 inh | EP2 antag | RBBP9 inh | BaF3 parental | NCF1 inh
c1ccc(Cn2c(CN3CCCC3)nc3ccccc32)cc1 | 1 | -23[20 µM] | -12 | -5 | 0 | 13 | 2 | 6 | -20
CO/N=C/NC(=O)c1c(OC)ccnc1Oc1ccccc1 | 10 | -15 | -3 | -2 | 2 | 7 | 3 | 0 | -4
Cc1ccc(N2C(=O)CC3(CCCC3)CC2=O)cc1 | 6 | -13 | 10 | -3 | -4 | 9 | -5 | -3 | -12
O=c1cc(N2CCCCC2)c(-c2ccccc2)nn1Cc1cccc(Cl)c1 | -7 | -10[20 µM] | 13 | 0 | 5 | 7 | -13 | 1 | 1
Cc1ccc(C2C(C#N)=C(N)Oc3cc4c(cc32)OCO4)cc1 (stereo unspecified) | 1 | -12[20 µM] | 8 | -2 | -2 | 10 | -4 | 4 | -15
CCCCC(CC(O)COCC(C)C)C(=O)NN (stereo unspecified) | -1 | -20 | 13 | -1 | 0 | 4 | 1 | 3 | -1
COc1ccc(C2Nc3ccccc3C(=O)N2Cc2ccco2)cc1COc1ccc([N+](=O)[O-])cc1 (stereo unspecified) | 5 | -10[20 µM] | -11 | 0 | -13 | 11 | -5 | 1 | -20
O=[N+]([O-])c1ncn(Cc2ccccc2Cl)n1 | 1 | -22 | -3 | 1 | -7 | 0 | -3 | 2 | -5
COc1ccc(-n2c(Cc3cccn3C)nnc2SCC(=O)Nc2ccc(C)cc2)cc1 | 0 | -12 | -2 | -3 | 3 | 4 | -5 | 2 | -16
CN1C(=O)S/C(=C/c2cccnc2)C1=O | 0 | -2[20 µM] | 1 | -4 | -30 | 7 | -3 | -1 | -7
O=C(NCc1ccc(F)cc1)C(=O)NCC1OCCN1C(=O)c1cccs1 (stereo unspecified) | 1 | -23 | 30 | -3 | 3 | 2 | -11 | -2 | -6
O=C1NC2(CCCC2)N=C1c1ccc(Cl)cc1 | 5 | -18 | -28 | -4 | 2 | 2 | 4 | 0 | -13
O=C(COC(=O)Cn1cnc2ccccc21)Nc1cccc([N+](=O)[O-])c1 | -2 | -26 | -6 | 1 | -5 | 5 | -3 | 1 | -7
CC(C)CN1C(=O)c2ccccc2C1(O)Cc1ccccc1 (stereo unspecified) | -3 | -1[20 µM] | 21 | 6 | 8 | 18 | -10 | 6 | -9
O=C(Nc1ccccc1OC(F)F)c1ccc(Br)o1 | -2 | -17[20 µM] | 10 | 1 | 0 | 9 | -12 | 4 | 3
CS(=O)(=O)N(CC(=O)NCc1ccco1)c1ccc(Cl)c(C(F)(F)F)c1 | -3 | -8 | 21 | 2 | 2 | 4 | -9 | 5 | -8
COc1ccc(C(=O)NNC(=O)Cn2nnc(-c3ccc(OC)c(OC)c3)n2)cc1 | 9 | -26 | 3 | 1 | 6 | 6 | 1 | 7 | -5
O=C(CNC(=O)c1ccc(Cl)cc1)OCC(=O)c1ccc2c(c1)OCCO2 | 4 | -14[20 µM] | -6 | -1 | -3 | 22 | -1 | 3 | -25
O=C(Nc1ccc2c(c1)C(=O)NC2=O)c1ccc(S(=O)(=O)N2CCCC2)cc1 | -1 | -22 | 0 | 0 | -8 | 12 | -4 | 8 | -26
CS(=O)(=O)N(CC(=O)N1CCCC1)Cc1ccccc1 | 1 | -28 | nt | -2 | -4 | 8 | -5 | 4 | -7
Cc1cc(C)nc(NC(=O)c2cc([N+](=O)[O-])cc([N+](=O)[O-])c2)n1 | 4 | -21 | 11 | 1 | -1 | 7 | -10 | 8 | -4
CC(=O)Nc1c(-c2ccccc2)nc2ncccn12 | 5 | -32 | 12 | -5 | -18 | 14 | -6 | 3 | 4

Sorted by molar mass (highest first): 3 of the compounds above
SMILES | p97 ATPase inh | Furin inhibitor | PPC-1+TRAIL kill | Ba/F3 V617F tox | TbHK1 inh | EP2 antag | RBBP9 inh | BaF3 parental | NCF1 inh
COc1ccc(S(=O)(=O)NC(C)C(=O)Nc2ccccc2C(F)(F)F)cc1 (stereo unspecified) | -5 | -7[20 µM] | -14 | -5 | -11 | 8 | -6 | 3 | -10
O=c1cc(CSc2ccccc2)[nH]c(=S)[nH]1 | 2 | 10[20 µM] | -6 | -1 | 1 | 7 | 4 | 2 | -13
CN1C(=O)S/C(=C/c2cccnc2)C1=O | 0 | -2[20 µM] | 1 | -4 | -30 | 7 | -3 | -1 | -7
